# RMI FANCM FP – disruptors of RMI1/RMI2 association with MM2 peptide – biochemical, fluorescence polarization, human, primary screen. FP signal (polarization) at 33 µM. RMI core complex (RMI1/RMI2) binding to FANCM MM2 peptide, human. RMI core complex with F-MM2 peptide; hits give low values. 70,000 compounds, 0.58% hits; in the data active = FP signal below about 40; also: inactives centre near 61; strong numbers were not always called active; unit not given here
# Numbers without * were called inactive; & = joins results of further samples.
RMI FANCM FP	structure
69	CCC(C(=O)NCCOc1ccc2nnc(-c3ccc(OC)cc3)n2n1)c1ccccc1 (stereo unspecified)
93	COc1ccc(C(=O)Nc2c3c(nn2-c2ccccc2C)CS(=O)(=O)C3)cc1OC
60	CCN(CCC#N)C(=S)Nc1cccc2ccccc12
58	O=C(NC1CCN(S(=O)(=O)c2cc(Cl)c(Cl)cc2Cl)CC1)C1CCCCC1
101	CCc1ccc(-c2cc3c(SCC(=O)Nc4ccc(Oc5ccccc5)cc4)nccn3n2)cc1
67	COc1ccc(S(=O)(=O)c2c(C)cc(C)n(CC(=O)Nc3cc(OC)cc(OC)c3)c2=O)cc1
65	Cc1ccc(S(=O)(=O)Nc2ccc3c(c2)CN(C(=O)C2CC2)CC3)s1
47	Nc1c(C(=O)c2ccc([N+](=O)[O-])cc2)sc(Nc2ccccc2)c1-c1nc2ccccc2[nH]1
72	COC(=O)c1c(NC(=O)c2c(F)cccc2F)sc2c1CCN(C(C)=O)C2
58	Cc1cc(C)c(N)cn1
56	CC(C)c1ccc(NC(=O)CSc2n[nH]c(=O)n2-c2ccccc2)cc1
81	Cc1nc2ccc3nc(NC(=O)CCS(=O)(=O)Cc4ccccc4)sc3c2s1
64	CCc1ccccc1NC(=O)N1CCN(c2ccc3nnc(C)n3n2)CC1
48	COc1ccsc1/C=C1\CSc2ccc(Cl)cc2C1=O
65	COc1ccc(Cl)cc1S(=O)(=O)Nc1ccc2c(c1)CN(C(=O)C1CC1)CC2
68	O=C(NCc1ccsc1)C(=O)Nc1ccon1
77	CC(=O)c1ccc(C(=O)Nc2nc(-c3ccc(C)cc3)cs2)cc1
63	CC(=O)Cc1nsc(NC(=O)c2ccoc2COc2ccc(C)cc2)n1
53	Nc1nnc(SCc2cc(F)cc3c2OCOC3)s1
61&71	CN(C)c1ccc(O)c2c1C[C@H]1C[C@H]3[C@H](N(C)C)C(=O)C(C(N)=O)=C(O)[C@@]3(O)C(=O)C1=C2O
63	COc1ccc(OC)c(S(=O)(=O)NCCN2CCN(c3ccc(F)cc3)CC2)c1
55	O=C(O)c1cccn(Cc2ccc(C(F)(F)F)cc2)c1=O
55	c1ccc(-c2nnc3cc(-c4ccccc4)sc3n2)cc1
50	O=S(=O)(Nc1cccc(Cl)c1)c1cccc(F)c1
51	Cc1ccc([N+](=O)[O-])cc1NC(=O)C(=O)NCC1CCCO1 (stereo unspecified)
59	CC(=O)OC1CCC2C3CCC4(C)C(C(C)CCCC(C)C)CCC4C3CC(OC(C)=O)C2(C)C1 (stereo unspecified)
51	Cc1cccc(NC(=S)NC2CC3C=CC2C3)c1 (stereo unspecified)
63	CS(=O)(=O)c1ccc(Nc2nc(CC(=O)NCc3cccnc3)cs2)cc1
59	CCOC(=O)C(CC)n1cnc2c(nnn2-c2ccc(F)cc2)c1=O (stereo unspecified)
96	CCCCOc1ccccc1-c1cc2c(SCC(=O)Nc3ccc(CC)cc3)nccn2n1
61	O=S(=O)(Cc1cc2c(F)c(F)c(F)c(F)c2o1)c1cccc(C(F)(F)F)c1
69	CCOC(=O)c1ccc(NC(=O)Cn2nc(-c3ccco3)c3sc(N4CCCC4)nc3c2=O)cc1
57	COc1ccc(NC(=O)C(=O)NCC(c2ccc3c(c2)CCCN3C)N2CCCC2)cc1Cl (stereo unspecified)
56	O=S(=O)(NCc1csc(-c2cccs2)n1)c1ccc(-c2ccno2)s1
63	NC(=O)c1ccc(Cl)nc1
66	O=C(Cc1cccs1)NCCn1ncc2c(=O)n(Cc3cccc(C(F)(F)F)c3)cnc21
59	O=C1c2ccccc2C(=O)N1CCCN1CCN(Cc2c(F)cccc2Cl)CC1
54	O=S(=O)(Nc1ccccc1NC1CCN(Cc2ccccc2)CC1)c1ccc(F)cc1
62	COc1ccc(Cl)cc1C(=O)NCCOc1ccc(F)cc1
52	COc1ccc(NC(=O)c2ccc(N3CCOCC3)nc2)cc1
85	O=c1c2c(cnn2-c2ccc(F)cc2)c(C2CC2)nn1Cc1cccc(F)c1
68	CCCCCn1c(SCc2cc(=O)[nH]c(C34CC5CC(CC(C5)C3)C4)n2)n[nH]c1=O
61	CC(C)(C)c1csc(CN2CCN(S(=O)(=O)c3cccs3)CC2)n1
55	COC(=O)c1sccc1N1C(=O)C=C(C)C1=O
64	O=C(NCCCN1CCN(c2ccccc2)CC1)c1ccccc1Cl
51	COc1cccc2c1c(NC(=O)c1cc(C)oc1C)nn2C
63	O=C(NCc1ccccn1)c1sccc1S(=O)(=O)N1CCN(c2ccccc2)CC1
72	CNC(=O)Cn1cc(-c2nnc(-c3ccco3)o2)c2ccccc21
68	Cc1ccc(S(=O)(=O)N2CCc3ccc(NC(=O)C4CCCCC4)cc3C2)cc1
63	O=C(CN1CCCN(Cc2ccccc2)S1(=O)=O)N1CCN(c2ccc(F)cc2)CC1
62	O=C(NCCN1CCN(c2ccccn2)CC1)c1ccco1
53	CCCc1cnc(N2CCCN(C(=S)Nc3cccnc3)CC2)nc1
41	CN(C)c1cc2c(Nc3ccc4c(cnn4Cc4ccccc4)c3)ncnc2cn1
59	C=CCn1c(SCC(=O)O)nnc1-c1sc2ccccc2c1Cl
55	Cc1ccc(Cc2nnc(NNC(=O)c3ccccc3Cl)[nH]c2=O)cc1
56	Cc1nn(-c2ccccc2)c2ncc(C(=O)N3CCN(C(=O)c4ccco4)CC3)c(Cl)c12
68	COc1ccc(-c2cc(C(=O)N3CCN(C)CC3)c3c(C)nn(C4CCS(=O)(=O)C4)c3n2)cc1 (stereo unspecified)
54	O=C(Nc1cccc(F)c1)c1cncc(NS(=O)(=O)c2ccccc2)c1
54	CCOC(=O)c1cnn(-c2ncnc3sccc23)c1N
64	CCc1ccc(N2C(=O)N(Cc3cccc([N+](=O)[O-])c3)C3CS(=O)(=O)CC32)cc1 (stereo unspecified)

# 17 neighbouring records already listed, for reference:
RMI FANCM FP	structure
55	COC(=O)c1sccc1N1C(=O)C=C(C)C1=O
64	O=C(NCCCN1CCN(c2ccccc2)CC1)c1ccccc1Cl
51	COc1cccc2c1c(NC(=O)c1cc(C)oc1C)nn2C
63	O=C(NCc1ccccn1)c1sccc1S(=O)(=O)N1CCN(c2ccccc2)CC1
72	CNC(=O)Cn1cc(-c2nnc(-c3ccco3)o2)c2ccccc21
68	Cc1ccc(S(=O)(=O)N2CCc3ccc(NC(=O)C4CCCCC4)cc3C2)cc1
63	O=C(CN1CCCN(Cc2ccccc2)S1(=O)=O)N1CCN(c2ccc(F)cc2)CC1
62	O=C(NCCN1CCN(c2ccccn2)CC1)c1ccco1
53	CCCc1cnc(N2CCCN(C(=S)Nc3cccnc3)CC2)nc1
41	CN(C)c1cc2c(Nc3ccc4c(cnn4Cc4ccccc4)c3)ncnc2cn1
59	C=CCn1c(SCC(=O)O)nnc1-c1sc2ccccc2c1Cl
55	Cc1ccc(Cc2nnc(NNC(=O)c3ccccc3Cl)[nH]c2=O)cc1
56	Cc1nn(-c2ccccc2)c2ncc(C(=O)N3CCN(C(=O)c4ccco4)CC3)c(Cl)c12
68	COc1ccc(-c2cc(C(=O)N3CCN(C)CC3)c3c(C)nn(C4CCS(=O)(=O)C4)c3n2)cc1 (stereo unspecified)
54	O=C(Nc1cccc(F)c1)c1cncc(NS(=O)(=O)c2ccccc2)c1
54	CCOC(=O)c1cnn(-c2ncnc3sccc23)c1N
64	CCc1ccc(N2C(=O)N(Cc3cccc([N+](=O)[O-])c3)C3CS(=O)(=O)CC32)cc1 (stereo unspecified)

# The listing continues:
RMI FANCM FP	structure
65	CS(=O)(=O)N1CCC(C(=O)Nc2nnc(-c3ccc(F)cc3)o2)CC1
71	Nc1nnc(CCS(=O)(=O)c2ccccc2)o1
59	COc1ccccc1C(=O)NC(=S)N1CCOCC1
70	CCOC(=O)c1ccc(-n2c(C)cc(C(=O)CSc3nnc4ccccn34)c2C)cc1
77	CCOc1ccc(CC(=O)Nc2nc(CN3CCc4ccccc4C3)cs2)cc1
59	CCN(CC)c1ccc(C=NN2CCN(c3ccccn3)CC2)c(O)c1
67	CCOC(=O)N1CCN(C(=O)CSc2ccc(NC(C)=O)nn2)CC1
61	COc1ccccc1-c1c(C)[nH]n2c(=O)cc(C)nc12
57	Cc1ccc(NC(=O)CCn2c(=S)[nH]c3ccccc3c2=O)cc1Cl
71	CCC(C)(C)OCC(O)CN1CCCC(C)C1 (stereo unspecified)
80	O=c1c(C(CN2CCOCC2)c2ccccc2Cl)nc(-c2ccccc2)nn1CN1CCOCC1 (stereo unspecified)
88	COc1ccc(S(=O)(=O)N2CCN(c3ccc4nnc(-c5ccco5)n4n3)CC2)cc1
59	CCCN1C(=O)C(C)(C)COc2ccc(NC(=O)c3ccc(F)c(F)c3)cc21
82	O=C(C1CCCC1)N1CCN(c2ccc(-c3ccc(Cl)cc3)nn2)CC1
65	COC(=O)c1ccc2c(=O)n(CCC(=O)N3CCOCC3)c(=S)[nH]c2c1
65	CN(C)S(=O)(=O)c1ccc(-c2nnc(NC(=O)/C=C/c3cccs3)o2)cc1
71	CC(=O)c1ccc(C(=O)Nc2nnc(-c3cc(C)n(C)n3)o2)cc1
67	COc1cccc(OCC(=O)NCCn2ncc3c(=O)n(Cc4cccc(C)c4)cnc32)c1
58	Cc1c(Cc2ccc3c(c2)OCO3)sc(NC(=O)c2cc3c(ccc4ccccc43)oc2=O)c1C#N
55	O=C(CCN1C(=O)c2ccccc2S1(=O)=O)N1CCN(C(=O)c2ccco2)CC1
63	Cc1nc2sc(C)c(C)n2c(=O)c1NC(=O)CSCc1ccccc1
68	CCOC(=O)c1sc(NC(=O)c2cc([N+](=O)[O-])cc([N+](=O)[O-])c2)nc1-c1ccccc1
60	CC(=O)Nc1cccc(NC(=O)C2(c3cccs3)CCCC2)c1
64	COc1ccc(-n2c(C)nc3ccc(NC(=O)CNC(=O)c4ccccc4)cc3c2=O)cc1
65	COc1ccc(OCC(=O)Nc2cccc(N3CCCC3=O)c2)cc1
54	O=C(Oc1ccc2cc(-c3ccc(Cl)cc3)c(=O)oc2c1)c1ccco1
60	CCSC1=NCCN1C(=O)c1ccc(C(F)(F)F)cc1
83	C#CCn1c(=NC(=O)Cc2ccc(CC)cc2)sc2cc3c(cc21)OCO3
63	O=C(CSc1c[nH]c2ccccc12)Nc1ccc(Cl)c(Cl)c1
64	COc1ccc(NC(=O)Cc2cc(=O)[nH]c(SCc3ccc(F)cc3)n2)cc1Cl
54	Cn1ncc(C(=O)NC(=O)Nc2ccc(F)cc2)c1[N+](=O)[O-]
51	CCn1nnc2c(NCCn3ccc4ccccc43)ncnc21
53	Cc1noc(C)c1S(=O)(=O)NCCOc1ccc(-c2ccco2)nn1
61	Cc1nnc(-c2ccc(OCC(=O)N(C(C)C)C(C)C)cc2)o1
61	CCOC(=O)c1sc(NC(=O)c2cc3c(ccc4ccccc43)oc2=O)cc1C
62	CC(C)c1ccccc1NC(=O)Cc1cc(=O)[nH]c(SCc2ccc(F)cc2)n1
103	CSc1cccc(NC(=O)CCc2nc3sc4c(c3c(=O)[nH]2)CCCCC4)c1
70	COc1cc2c(cc1OC)CN(CC(O)COC1CCCC1)CC2 (stereo unspecified)
68	CN1CCN(C(CNC(=O)c2ccc(-c3ccccc3)cc2)c2ccc3c(c2)CCCN3C)CC1 (stereo unspecified)
68	COCCn1c(=NC(=O)C2CC2)sc2cc(F)ccc21

# A second format for some results above:
SMILES,RMI FANCM FP
Cn1ncc(C(=O)NC(=O)Nc2ccc(F)cc2)c1[N+](=O)[O-],54
CCn1nnc2c(NCCn3ccc4ccccc43)ncnc21,51

# Continuation.
RMI FANCM FP	structure
63	COC(=O)CCC(=O)NC(=S)Nc1ccccc1C(=O)N1CCC(C)CC1
53	O=C(CCCCCCCCC(=O)NNC(=O)c1ccco1)NNC(=O)c1ccco1
62	COC(CNC(=O)C(=O)NCC1OCCN1S(=O)(=O)c1c(C)cc(C)cc1C)OC (stereo unspecified)
63	O=C(c1ccc2c(c1)OCO2)N1CCN=C1SCc1cccnc1
57	Cc1ccc(Cn2c(=O)c3ncccc3n(CC(=O)Nc3ccc(OC(F)(F)F)cc3)c2=O)cc1
62	O=C(COc1ccccc1)Oc1ccc(Cl)cc1[N+](=O)[O-]
61	C=CCn1c(=NC(=O)c2ccc(Cl)cc2)sc2cc(C(=O)OCC)ccc21
57	CC(=O)Cc1nsc(NC(=O)c2oc(-c3ccc(Cl)cc3Cl)cc2C)n1
61	Cc1cc(C)c(-c2csc(NC(=O)c3ccc(Cl)cc3Cl)n2)c(C)c1
52	O=c1c2nc(N3CCOCC3)sc2c(-c2ccccc2)nn1Cc1cccc(C(F)(F)F)c1
60	CC1(C(=O)O)CCC(C(=O)N2CCc3ccccc32)C1(C)C (stereo unspecified)
69	CCOc1ccc2nc(Nc3nc4cc(OC)c(OC)cc4s3)sc2c1
55	NC(=O)C1=CN(C(=O)Nc2ccc(Cl)cc2Cl)CCC1C(F)(F)F (stereo unspecified)
56	C=CC[n+]1c(C)csc1Nc1ccc(C(=O)O)cc1
56	CN(C)c1c(F)cc(C(=O)NC(=O)NC2=NCCS2)cc1F
61	COCCCNc1ccc(Cl)nn1
104	O=C(CSc1nccn2nc(-c3ccc(Cl)cc3)cc12)Nc1ccc(Oc2ccccc2)cc1
57	CN(C)/C=C/C(=O)c1cccs1
69	COc1cc(-c2noc(Cn3c(=O)[nH]c4cc5c(cc4c3=O)OCO5)n2)ccc1OC(C)C
60	O=C1OC2(CCCCC2)OC(=O)C1=CNc1ccccc1Cl
54	O=C1c2ccccc2C2N1CCCN2S(=O)(=O)c1ccccc1 (stereo unspecified)
58	O=C1CS/C(=N/N=C\c2ccccc2O)N1c1cccc(F)c1
60	COc1cccc2sc(NC(=O)c3coc4ccccc4c3=O)nc12
67	COC(=O)C1CNNC(=O)C1 (stereo unspecified)
54	O=C(NCC(c1cccs1)N1CCc2ccccc21)c1c(F)cccc1Cl (stereo unspecified)
55	CCSc1nc(N)c(Br)c(=O)[nH]1
65	O=C(CS(=O)(=O)c1ccc(F)cc1)Nc1ccc2ncsc2c1
65	S=C(Nc1ccc(Br)cc1)N1CCc2ccccc2C1
60	CC(C)C(=O)NCCCc1nc2ccccc2[nH]1
61	O=C(Nc1nnc(-c2ccc(F)cc2)o1)C1CCCCC1
62	CC(C)(C)C(=O)N1CCc2cc(NC(=O)C3CC3)ccc21
52	CCN(CC)c1ccc(NC(=O)NC2CC(=O)N(c3ccc(OC)c(OC)c3)C2)c(C)c1 (stereo unspecified)
65	CCCOc1ccc(N2CCN(C(=O)c3cc4ccccc4oc3=O)CC2)nn1

# Bioassay records deposited in PubChem by Small Molecule Screening Facility, UW Madison.

# Only part of the results is shown; count on the stated rates, not on these rows.
